Mtb UGM inh = Mtb UDP-galactopyranose mutase inhibition; P9WIQ1; purified UGM, fluorescence polarization probe displacement; inhibition, % at 10 µM; 0.06% of 320,000 active; in the data active means inhibition above about 10%, passing the limit was not always enough; inconclusive means no clear call, values can overlap the other calls
Target sequence (P9WIQ1 whole entry, looked up): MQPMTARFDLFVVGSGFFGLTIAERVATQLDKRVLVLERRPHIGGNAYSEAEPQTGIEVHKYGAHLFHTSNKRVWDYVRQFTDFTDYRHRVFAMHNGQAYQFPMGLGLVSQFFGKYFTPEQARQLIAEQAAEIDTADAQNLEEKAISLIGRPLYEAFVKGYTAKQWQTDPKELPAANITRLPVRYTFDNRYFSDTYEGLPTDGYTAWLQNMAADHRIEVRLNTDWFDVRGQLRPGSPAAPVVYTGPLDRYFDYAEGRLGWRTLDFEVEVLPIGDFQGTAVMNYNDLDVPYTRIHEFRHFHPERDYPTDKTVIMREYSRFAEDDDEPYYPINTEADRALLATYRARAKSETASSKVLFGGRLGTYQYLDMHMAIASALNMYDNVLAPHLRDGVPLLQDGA
BoNT-A LC inh2 = blocks Botulinum neurotoxin A light chain protease; inhibition, % at 10 µM; multiplex microsphere protease substrate cleavage, flow cytometry; AID 588499; 0.17% of 360,000 active; in the data active means inhibition above about 30%; inconclusive means no clear call, values can overlap the other calls; further: plate controls were buffer without enzyme for full effect and enzyme alone for no effect
FadD28 FP inh = blocks FadD28 binding to the bisubstrate probe. fluorescence polarization. inhibition, % at 12.5 µM. 0.22% of 360,000 active; in the data active means inhibition above about 8.5%, passing the limit was not always enough; inconclusive means no clear call, values can overlap the other calls
Mtb BioA inh = blocks M. tuberculosis BioA enzyme activity. purified M. tuberculosis BioA enzyme, plate reader. inhibition, % at 9.99 µM. 0.096% of 360,000 active; in the data active means inhibition above about 40%; inconclusive means no clear call, values can overlap the other calls
BoNT F protease = BoNT F light chain protease inhibition; Multiplex microsphere protease cleavage assay, flow cytometry; inhibition, % at 10 µM; 0.22% of 360,000 active; in the data active means inhibition above about 35%, passing the limit was not always enough; inconclusive means no clear call, values can overlap the other calls; further: plate controls were buffer without enzyme for full effect and enzyme alone for no effect
Mtb FBA inh = Mtb fructose-bisphosphate aldolase inhibition; P9WQA3; purified M. tuberculosis FBA, fluorescence read-out; inhibition, % at 1 µM; 2.3% of 360,000 active; AID 588726; in the data active means inhibition above about 27%;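 further: 0% = vehicle and 100% = reference inhibitor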
Target sequence (P9WQA3 whole entry, looked up): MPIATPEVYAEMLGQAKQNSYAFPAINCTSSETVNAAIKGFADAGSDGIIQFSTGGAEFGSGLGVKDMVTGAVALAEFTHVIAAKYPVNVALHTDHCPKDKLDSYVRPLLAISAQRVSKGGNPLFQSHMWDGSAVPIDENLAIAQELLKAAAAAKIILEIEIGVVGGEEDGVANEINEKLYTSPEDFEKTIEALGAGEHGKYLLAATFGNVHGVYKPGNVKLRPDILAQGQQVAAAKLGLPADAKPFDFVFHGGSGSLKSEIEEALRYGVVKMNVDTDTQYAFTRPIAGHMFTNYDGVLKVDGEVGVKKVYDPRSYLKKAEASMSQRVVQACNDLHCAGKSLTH
CCHFV vOTU inh = CCHFV vOTU protease inhibition. Pep-AMC fluorescence. inhibition, % at 11.5 µM. 0.55% of 370,000 active. AID 651958; further: 0% = vehicle wells with enzyme and 100% = no enzyme wells
GDH-TPI inh = inhibits GDH-TPI coupling enzymes, artifact for Mtb FBA screen. GDH-TPI coupled enzyme counterscreen, NADH absorbance. inhibition, % at 4.8 µM. 1.2% of 360,000 active. AID 588335;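 further: 0% = DMSO wells and 100% = wells lacking the enzyme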
PrPC TRFRET = inhibitors of human cell surface prion protein PrPC | AID 720596 | 0.43% of 370,000 active | TR-FRET read-out | inhibition, % at 13.8 µM | P04156; in the data active means inhibition above about 24%; further: 0% = median of the test wells and 100% = reference compound wells
The depositor's hits bear a star; ? = inconclusive; / = not tested or not shown. Unless noted, no stated cut-off is given here; in the data, active means inhibition above about 30%; inactive means the rest.

SMILES	Mtb UGM inh	BoNT-A LC inh2	FadD28 FP inh	Mtb BioA inh	BoNT F protease	Mtb FBA inh	CCHFV vOTU inh	GDH-TPI inh	PrPC TRFRET
Cc1ccc(C(C(=O)NCc2ccccc2)N(Cc2cccs2)C(=O)c2ccc3c(c2)OCCO3)cc1 (stereo not drawn)	-3.6	0.0	-0.3	/	0	-1	18	10	11
CC1CCCN(C(=O)Cn2c(-c3nonc3N)nc3ccccc32)C1 (stereo not drawn)	3.6	8.5	0.0	-1.9	14	-3	18	3	1
CC(C)(C)c1cc(NC(=O)c2ccc(OC3CCCC3)cc2)no1	-3.2	2.5	0.4	-0.3	18	0	-12	8	0
Cc1cccc(/C=N/NC(=O)CN2CCCCCCC2)c1	0.5	-0.1	-0.7	1.2	4	5	-5	9	-7
CCN(C(=O)CSc1nnc(CNc2cccc(OC)c2)n1C1CCCCC1)C1CCS(=O)(=O)C1 (stereo not drawn)	1.9	0.0	-1.7	-1.7	4	1	5	1	1
Nc1ncnc2c1ncn2[C@@H]1O[C@H](CNC(=O)[C@@H](N)CO)[C@@H](O)[C@H]1O	/	-0.3	-4.2	0.8	2	0	-11	-5	-4
CN(Cc1ccccc1)C(=O)[C@@H]1CCCN1C(=O)[C@@H]1CCCN1C(=O)c1cccc(Cl)c1	/	-0.6	/	/	-12	/	-5	/	8
c1ccc(-c2nc3ccccc3[nH]2)cc1	1.7	-1.2	-4.3	-0.8	-4	11	-3	4	3
COC(=O)CCC(=O)N1CCCC(N2CCN(c3cccc(C(F)(F)F)c3)CC2)C1 (stereo not drawn)	-1.7	-1.9	-1.6	0.9	-2	0	-16	6	-3
CN1C(=O)/C(=C\C(=O)c2cccs2)c2ccccc21	/	-1.1	-1.8	/	-7	-8	5	11	3
COc1ccc(NS(=O)(=O)c2cccc(C(=O)N3CCN(S(=O)(=O)c4ccccc4)CC3)c2)cc1	/	-0.5	-2.3	0.0	-6	-4	5	-8	6
O=S(=O)(Nc1nccs1)c1ccc(Br)cc1	1.6	-0.4	1.9	/	-3	1	7	4	6
CCOC(=O)c1sc(NC(C)=O)nc1C	1.3	0.5	0.2	-0.3	4	0	13	-2	-5
CCN(C(=O)CSc1nnnn1C)C1CCS(=O)(=O)C1 (stereo not drawn)	/	-1.1	-0.6	-0.6	-1	2	15	-2	-3
O=C(NCCC1CCCCN1S(=O)(=O)c1ccccc1)C(=O)Nc1ccc(F)cc1 (stereo not drawn)	-0.6	-1.0	0.9	-0.6	-10	1	2	7	0
CCOC(=O)N1CCN(C(=O)CSc2nnc(Cc3cccn3C)n2CCc2ccccc2)CC1	1.5	-0.7	-4.0	4.3	-6	0	-1	-4	0
Cc1cccc(NC(=O)c2ccc(C(=O)c3ccccc3)o2)c1	-1.0	-0.1	-1.7	/	0	-1	-13	1	-3
O=C(NCc1cccc(Cl)c1)c1ccc2c(c1)OCCO2	3.2	-1.4	-3.9	0.8	3	1	-5	-9	7
CC(=O)c1nc2ccccc2n1S(=O)(=O)c1ccc(C)cc1	0.1	1.5	-0.2	0.0	3	17	-7	16	1
Cc1ccc(CON=C2CCN(c3ncc(C(F)(F)F)cc3Cl)CC2)cc1	0.8	-0.4	0.1	-1.6	-10	5	-4	-2	-2
CSc1nc2c(cc1C#N)CCC2	-2.9	0.9	-1.3	-1.1	?	0	4	2	5
Cc1ccccc1CSCC(=O)Nc1c(C)n(C)n(-c2ccccc2)c1=O	0.7	-0.7	-0.4	/	1	1	-15	-1	3
COc1ccc(OC)c(NC(=O)c2ccc(NC3=NC4CS(=O)(=O)CC4S3)cc2)c1 (stereo not drawn)	1.9	-0.2	-1.0	-1.3	-18	2	-5	4	-8
O=c1ccc(-c2ccccc2)nn1Cc1ccc(Cl)cc1	-1.7	3.7	-3.4	1.0	?	0	-5	-6	5
Cc1csc(=O)n1CC(=O)OCC(=O)c1c(N)n(C)c(=O)n(C)c1=O	1.3	-0.8	-5.2	16	3	-2	11	-3	7
OC(c1ccc(F)c(F)c1)c1nc(-c2csc3ccccc23)cs1 (stereo not drawn)	/	0.4	2.1	-2.2	-1	5	3	7	13
CCOc1ccc(N(Cc2nnc3n2CCCCC3)C(=O)Nc2cccc(C)c2)cc1	-1.4	-3.1	0.9	-1.4	-8	0	11	6	-3
COc1ccc(Cc2n[nH]c(=S)n2N)cc1OC	-4.3	-0.8	-3.6	1.1	-5	0	-6	-7	-6
COc1ccc(-c2csc(C(C)(NC(C)=O)c3ccccc3)n2)cn1 (stereo not drawn)	/	0.2	1.4	3.3	-6	7	-2	1	-1
Cc1c2c([n+]3n1CCC3)CC(C)(C)CC2=O	1.0	-0.8	-2.7	-1.0	-11	1	-5	0	0
CC(SCC(=O)Nc1ccc(S(=O)(=O)N2CCCCC2)cc1)C(=O)O (stereo not drawn)	0.0	-0.8	0.5	-1.8	-2	0	-6	-1	2
CN(CC(=O)Nc1ccc(F)cc1)C(=O)COC(=O)CCN1C(=O)C2CC=CCC2C1=O (stereo not drawn)	-3.0	0.7	-0.4	0.9	3	3	-2	13	6
COc1cccc(COC(=O)C2CCN(S(=O)(=O)c3ccc(Cl)cc3)CC2)c1OC	1.8	-21	1.0	/	-42	3	8	7	-6
COc1cc(/C=C/C(=O)OCC(=O)NCCCc2ccccc2)ccc1O	-1.9	-0.1	-1.2	-1.2	7	0	9	19	-5
Cc1ccc(N2C(=O)C3C4C=CC(CNC(=S)N5CCN(c6ccccn6)CC5)(O4)C3C2=O)cc1 (stereo not drawn)	0.7	0.9	-4.8	/	-5	1	-8	1	3
COc1cc(C(=O)NCC(=O)N/N=C(/C)c2ccc3c(c2)CCCC3)cc(OC)c1OC	1.3	0.0	-1.0	0.2	-4	-2	4	-1	-5
COc1cccc(CNc2ccc(S(=O)(=O)N3CCCC3)cn2)c1	1.6	-0.8	-4.1	-0.6	-12	3	-1	-8	1
O=C(Nc1ccc(C(=O)O)cc1)/C(=C\C=C\c1ccccc1)NC(=O)c1ccc(Br)cc1	1.9	-1.1	-5.2	0.2	5	-1	29	31*	-3
O=C(COC(=O)C1=COCCO1)Nc1ccc2c(c1)OCO2	0.0	-2.6	-1.8	-0.3	-11	0	0	3	-4
O=c1/c(=C\c2cccn2-c2ccccc2)sc2nc3ccccc3n12	/	-0.6	-3.2	1.3	-6	1	2	-2	1
CS(=O)(=O)c1ccc(-c2nnn(CC(N)=O)n2)cc1	-0.3	-0.5	-2.8	0.0	-2	4	0	0	5
Cc1ccccc1OCC(=O)OCC(=O)c1c[nH]c2ccccc12	/	1.0	-2.4	-1.2	0	-3	3	8	-7
O=C1COc2cccnc2N1	-1.7	-2.5	-1.4	0.8	-5	1	-3	7	0
CCOC(=O)C1=C(COC(=O)[C@H](C)NS(=O)(=O)c2ccccc2F)NC(=O)NC1C (stereo partly drawn)	-0.4	-0.5	-1.7	-0.6	-2	1	18	6	3
O=[N+]([O-])c1ccc(NN=C(Oc2ccccc2)c2ccc([N+](=O)[O-])cc2)cc1	/	1.3	-1.3	-1.4	1	-4	5	-6	-8
Cc1cc(NC(=O)CCCC(=O)N(c2ccccc2)C(C(=O)NC2CCCCC2)c2cccs2)no1 (stereo not drawn)	-2.3	-0.5	-0.6	/	9	-2	-15	6	7
COc1ccc(CNS(=O)(=O)CCNC(=O)c2ccccc2)cc1	1.1	0.5	-1.9	/	-8	0	2	-5	-3
CCCn1c(C)cc(C(=O)CSc2nc3ccccc3c(=O)n2Cc2ccco2)c1C	3.3	-1.5	-0.1	-2.3	-2	0	1	15	-4
O=C(Nc1cc([N+](=O)[O-])ccc1Cl)C(Sc1ccccc1)c1ccccc1 (stereo not drawn)	-5.3	0.5	-3.1	/	-3	-1	-2	-4	-13
CCOc1ccccc1C(=O)Nc1ccc(-n2nncc2C(C)(C)C)cc1	1.9	0.5	-2.6	-3.5	1	4	26	-11	8
Next part:
SMILES	Mtb UGM inh	BoNT-A LC inh2	FadD28 FP inh	Mtb BioA inh	BoNT F protease	Mtb FBA inh	CCHFV vOTU inh	GDH-TPI inh	PrPC TRFRET
CC(=O)Nc1ccc(S(=O)(=O)NCCC(=O)Nc2ccc(C)c(F)c2)cc1	-1.7	-0.6	-0.9	1.7	1	0	6	7	4
COc1ccc(N2CCN(c3nc(=S)n(-c4ccccc4)c(C)c3C(C)=O)CC2)cc1	-4.2	2.0	-2.4	1.6	-85	2	-11	15	-8
CN1CCN(CC(=O)Nc2sc3c(c2C(=O)Nc2ccccc2)CCCC3)CC1	2.7	0.5	0.6	0.3	2	2	-8	-2	-12
Nn1c(CSc2ccccn2)nc2ccccc2c1=O	0.9	0.5	0.0	0.1	5	-3	16	12	13
COc1ccc(-c2c(=O)n(OCc3ccccn3)c3ccccc3[n+]2[O-])cc1OC	-4.7	1.7	-4.2	-2.2	?	-2	14	12	-45
COc1ccc(CCNC(=O)Cn2c(=O)n(Cc3ccco3)c(=O)c3ccc(Cl)cc32)cc1OC	/	0.3	-1.6	-1.8	?	1	3	3	4
C/C(=N\NC(=O)CNc1cccc(Cl)c1C)C1CC1	0.6	0.1	1.2	/	-4	-1	-10	-4	-3
Cc1cc(C)cc(OCC(=O)NCc2cc(C)nc3ccccc23)c1	-3.9	-0.8	-0.3	1.8	2	1	4	6	6
O=C(CN1CCC(C(=O)c2cccc(Cl)c2)CC1)Nc1cccc(C(=O)O)c1	2.6	0.4	-5.4	/	-1	-5	0	-6	-2
CCCCN1C(=O)C(CC(=O)NCC2CCCCC2)CC(C(=O)N2CCCCCC2)=C1C (stereo not drawn)	/	0.1	/	/	-3	/	-1	/	6

4 entries from above, with each value named.
> CCOC(=O)N1CCN(C(=O)CSc2nnc(Cc3cccn3C)n2CCc2ccccc2)CC1
  Mtb UGM inh = 1.5	BoNT-A LC inh2 = -0.7	FadD28 FP inh = -4.0	Mtb BioA inh = 4.3	BoNT F protease = -6	Mtb FBA inh = 0	CCHFV vOTU inh = -1	GDH-TPI inh = -4	PrPC TRFRET = 0
> Cc1cccc(NC(=O)c2ccc(C(=O)c3ccccc3)o2)c1
  Mtb UGM inh = -1.0	BoNT-A LC inh2 = -0.1	FadD28 FP inh = -1.7	Mtb BioA inh = /	BoNT F protease = 0	Mtb FBA inh = -1	CCHFV vOTU inh = -13	GDH-TPI inh = 1	PrPC TRFRET = -3
> O=C(NCc1cccc(Cl)c1)c1ccc2c(c1)OCCO2
  Mtb UGM inh = 3.2	BoNT-A LC inh2 = -1.4	FadD28 FP inh = -3.9	Mtb BioA inh = 0.8	BoNT F protease = 3	Mtb FBA inh = 1	CCHFV vOTU inh = -5	GDH-TPI inh = -9	PrPC TRFRET = 7
> CC(=O)c1nc2ccccc2n1S(=O)(=O)c1ccc(C)cc1
  Mtb UGM inh = 0.1	BoNT-A LC inh2 = 1.5	FadD28 FP inh = -0.2	Mtb BioA inh = 0.0	BoNT F protease = 3	Mtb FBA inh = 17	CCHFV vOTU inh = -7	GDH-TPI inh = 16	PrPC TRFRET = 1

Following part:
SMILES	Mtb UGM inh	BoNT-A LC inh2	FadD28 FP inh	Mtb BioA inh	BoNT F protease	Mtb FBA inh	CCHFV vOTU inh	GDH-TPI inh	PrPC TRFRET
COc1ccc([N+](=O)[O-])cc1NC(=O)Nc1cccc(Cl)c1	-2.4	-0.7	-5.9	/	-4	1	4	-2	10
O=[N+]([O-])c1ccc2nc(-c3ccccc3)n(OCc3ccc(Cl)cc3)c2c1	-1.1	0.6	-4.4	1.4	1	-2	-1	3	-8
N#Cc1cccc(S(=O)(=O)NCC(=O)OCC(=O)NCc2ccccc2)c1	/	-0.3	-3.7	-0.7	-4	-1	8	-4	-7
Cc1noc(C)c1S(=O)(=O)N(Cc1ccccc1)C(C)C	2.5	/	1.5	-0.9	/	1	-14	-2	-4
COc1ccc(C2=NCC(=O)N(CC(=O)NCc3ccco3)c3sc4c(c32)CCCC4)cc1OC	1.8	-0.4	-0.7	0.9	-12	-4	-7	-3	-5
COc1cccc(/C=N/NC(=O)c2[nH]c(C)c(C(=O)N/N=C/c3cccc(OC)c3O)c2C)c1O	0.0	1.1	-0.8	/	0	1	26	43*	0
Cc1ccsc1C(=O)N1CCCC(C(=O)c2cc(F)ccc2F)C1 (stereo not drawn)	-0.4	-0.2	-0.8	-1.1	-4	2	-4	16	1
Cc1nc2cccc(C(=O)NCc3ccccc3)c2o1	0.1	1.1	-0.3	0.4	-14	8	3	1	0
Cc1sc2ncnc(OCC(=O)N3CC(=O)Nc4ccccc43)c2c1C	2.1	-0.3	-0.7	-2.1	-5	2	-16	-3	4
O=C(N/N=C\c1ccccn1)c1cccc(C(=O)N/N=C\c2ccccn2)n1	-0.6	-2.0	-4.1	/	-19	-3	6	3	-11
